Tb PGK inh: blocks T. brucei phosphoglycerate kinase; P07378; PGK/GAPDH coupled, Kinase-Glo luminescence, 60 min; Potency, µM (doses to about 57.5 µM), inactives show top-dose activity change, negative = inhibition, actives largely listed as inhibitors; 380,000 compounds, 0.043% hits; further: potency means the concentration at half of the fitted maximal effect; on the % scale 0 is the no-effect control and ±100 the full control effect; nearly all actives have a fitted effect of over 60% in size
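Recombinant glycosomal PGK reaction used 1,3-bisphosphoglycerate generated in-well by GAPDH (100nM final) in 100mM TEA pH 7.6, 5mM MgCl2, 0.01% Tween-20. After 60 minutes at room temperature, ATP was read by Kinase-Glo Plus luminescence end-point.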
POLB inh: blocks human DNA polymerase beta activity; Pol beta primer extension/strand displacement, fluorescence kinetic; 340,000 compounds, 1.3% hits; AID 485314; P06746; Potency, µM (titrated, usually from 114 µM), for the others: at the highest dose activity change, negative = inhibition, usual class: inhibitors; further: potency means the concentration at half of the fitted maximal effect; on the % scale 0 is the no-effect control and ±100 the full control effect
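Reaction started by 50 nM substrate onto compound-treated Pol beta (10 nM, 15 min preincubation, room temperature); plates read at 0 min and 10 min. Normalized concentration-effect data fitted by four-parameter Hill equation.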
Pol iota inh: inhibitors of human DNA polymerase iota. Q9UNA4. Pol iota fluorescent replication assay, 10 min. Potency, µM (titrated, usually from 115 µM), without a hit: at the top dose activity, negative = inhibition, most hits filed as inhibitors. 390,000 compounds, 1% hits; further: potency means the concentration at half of the fitted maximal effect
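Pol iota at 10 nM preincubated 15 min with compounds at room temperature; reaction started with fluorescent substrate, 50 nM final. Fluorescence read kinetically at 0 and 10 min; buffer-only wells as negative control.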
POLH inh: inhibitors of human DNA polymerase eta | Q9Y253 | AID 588591 | 390,000 compounds, 1.2% hits | Potency, µM (doses to about 114 µM), for the others: at the top dose activity change, negative = inhibition, hits mostly inhibitors | recombinant Pol eta, fluorescent DNA replication assay; further: potency means the concentration at half of the fitted maximal effect; on the % scale 0 is the no-effect control and ±100 the full control effect
Target sequence (Q9Y253 whole entry, looked up): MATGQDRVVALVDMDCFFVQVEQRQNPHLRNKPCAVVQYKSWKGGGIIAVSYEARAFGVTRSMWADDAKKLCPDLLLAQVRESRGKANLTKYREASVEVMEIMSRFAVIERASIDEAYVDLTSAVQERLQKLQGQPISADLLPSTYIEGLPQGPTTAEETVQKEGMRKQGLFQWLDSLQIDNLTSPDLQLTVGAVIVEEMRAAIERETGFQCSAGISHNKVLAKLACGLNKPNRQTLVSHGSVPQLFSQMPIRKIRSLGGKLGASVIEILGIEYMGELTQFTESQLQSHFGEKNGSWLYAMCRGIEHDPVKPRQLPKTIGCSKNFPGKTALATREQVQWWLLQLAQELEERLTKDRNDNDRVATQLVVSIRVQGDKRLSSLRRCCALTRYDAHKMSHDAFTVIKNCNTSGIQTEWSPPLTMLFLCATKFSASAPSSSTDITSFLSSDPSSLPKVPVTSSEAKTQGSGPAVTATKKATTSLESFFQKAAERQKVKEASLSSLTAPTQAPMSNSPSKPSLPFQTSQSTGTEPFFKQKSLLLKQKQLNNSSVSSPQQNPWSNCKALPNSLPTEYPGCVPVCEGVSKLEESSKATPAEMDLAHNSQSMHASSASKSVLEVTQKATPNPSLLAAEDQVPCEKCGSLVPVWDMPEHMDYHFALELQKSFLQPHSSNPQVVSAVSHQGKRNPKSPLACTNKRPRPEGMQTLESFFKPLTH
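Pol eta (10 nM) was preincubated with compounds for 15 min at room temperature, after which fluorescent replication substrate (50 nM final) was added to start the reaction. Fluorescence was read kinetically at 0 and 10 min.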
RXFP1 antag: blocks the human relaxin receptor RXFP1 | HEK293-RXFP1, relaxin-stimulated cAMP HTRF, 30 min; hits give low values | activity change, negative = inhibition, % at 57.5 µM | 350,000 compounds, 0.59% hits | AID 1259400;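 active means activity change of -60% or lower, but not beyond a set lower limit; inconclusive means change between -60% and -40%, or beyond the set limit; inactive means change above -40%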; further: on the % scale 0 is the no-effect control and ±100 the full control effect
Apoferritin bind: binds horse apoferritin like a general anesthetic | P02791 | apoferritin/1-aminoanthracene competitive binding, fluorescence | Potency, µM (top dose mostly 77.5 µM), for the others: top-dose activity change, negative = displacement, hits mostly inhibitors | 350,000 compounds, 0.074% hits | AID 485281; further: potency means the concentration at half of the fitted maximal effect; on the % scale 0 is the no-effect control and ±100 the full control effect; nearly all actives have a fitted effect of over 20% in size
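Steps: apoferritin (10 uM) was premixed with half-saturated 1-AMA in PBS, compounds were pin-transferred, plates stood 10 min at room temperature, fluorescence was read at 380/535 nm, and curves were fitted with a Hill equation.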
APE1 inh: inhibitors of human APE1 endonuclease | recombinant APE1, TAMRA/BHQ-2 abasic DNA cleavage fluorescence | Potency, µM (doses to about 65.8 µM), inactives show at the highest dose activity change, negative = inhibition, usual class: inhibitors | 350,000 compounds, 0.35% hits;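 further: potency means the concentration at half of the fitted maximal effect; plate controls were vehicle for no effect and reference inhibitor for full effect; nearly all actives have a fitted effect of over 55% in size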
Target sequence (P27695 whole entry, looked up): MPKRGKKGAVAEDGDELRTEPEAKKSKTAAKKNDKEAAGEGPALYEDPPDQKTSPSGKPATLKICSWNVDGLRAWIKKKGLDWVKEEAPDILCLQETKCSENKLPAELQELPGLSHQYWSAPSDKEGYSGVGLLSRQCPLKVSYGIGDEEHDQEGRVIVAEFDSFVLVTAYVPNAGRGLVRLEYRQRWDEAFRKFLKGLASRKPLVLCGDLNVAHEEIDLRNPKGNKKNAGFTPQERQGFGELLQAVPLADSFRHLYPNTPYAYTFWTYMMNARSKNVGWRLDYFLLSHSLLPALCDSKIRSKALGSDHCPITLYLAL
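Endonuclease cleavage of a quenched abasic-site DNA duplex (50 nM) by APE1 (0.75 nM) was tracked by TAMRA dequenching. Compounds were preincubated with enzyme 15 min at room temperature; data normalized to buffer-only and DMSO wells plus NSC13755 control.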
Pol kappa inh: DNA polymerase kappa (human) inhibition; Q9UBT6; purified Pol kappa, fluorescent DNA synthesis assay, 10 min; Potency, µM (titrated, usually from 107 µM), without a hit: at the highest dose activity, negative = inhibition, usual class: inhibitors; 400,000 compounds, 0.53% hits; AID 588579; further: potency means the concentration at half of the fitted maximal effect; on the % scale 0 is the no-effect control and ±100 the full control effect
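10 nM Pol kappa was preincubated with compounds for 15 min at room temperature. Reaction started with 50 nM (final) substrate. Fluorescence read kinetically at 0 and 10 min.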
BLM helicase inh: Bloom syndrome helicase (human) inhibition; 350,000 compounds, 0.2% hits; Potency, µM (series often up to 56.1 µM), without a hit: at the top dose activity change, negative = inhibition, most hits filed as inhibitors; recombinant BLM DNA unwinding, fluorescence dequenching; P54132; AID 2528;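 further: potency means the concentration at half of the fitted maximal effect; plate controls were vehicle for no effect and no enzyme for full effect; nearly all actives have a fitted effect of over 35% in size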
* hit, by the source's call; i = inactive; ? = inconclusive; . = not tested or not shown; [ ] = dose if it differs, or a comment. Unless noted, the call rests on the fitted dose curve; in most records, active means well fitted curve in the direction sought with a large enough effect; inconclusive means small, poorly fitted or top-dose-only effect, or another doubt; inactive means no such curve, though single readings can be large; an effect the other way counts as inactive or inconclusive. Only part of the results is shown; the hit share may differ from the screen's.

SMILES	Tb PGK inh	POLB inh	Pol iota inh	POLH inh	RXFP1 antag	Apoferritin bind	APE1 inh	Pol kappa inh	BLM helicase inh
COc1ccc(CCNC(=O)CC2COc3ccccc3O2)cc1OC (stereo not drawn)	3%	3%	37%[activator]	-13%	16	-12%	-3%	-5%	1%
c1ccc(-c2c[nH]c(-c3ccccc3)c2)cc1	-3%	.	17%	?	3	.	.	-18%	.
Cc1cccc(NC(=O)CSCC(=O)N(C)Cc2c(F)cccc2Cl)c1	-8%	.	-5%	-20%	-14	.	12%	-10%	.
COc1ccc(S(=O)(=O)N(CC(=O)NCc2ccco2)c2ccccc2)cc1	i	10%	12%	3%	4	-16%	-1%	-3%	-3%
COc1ccc(C(=O)Nn2c(SCC(=O)N3CCC(C)CC3)nc3ccccc3c2=O)cc1	-6%	10%	17%	-9%	14	?	-2%	-12%	0%
Cc1nc2cc(NC(=O)c3ccc([N+](=O)[O-])s3)ccc2s1	0%	?	0%	-16%	-4	-8%	10%	-7%	-14%
COc1ccc(S(=O)(=O)NCc2ccccn2)c(Cl)c1Cl	-10%	2%	6%	1%	-4	5%	3%	4%	1%
O=C(CNC(=O)c1ccccc1)NC1(C(=O)NC2CCCCC2)CCCCC1	-5%	66%	110%[activator]	-2%	9	-3%	15%	-15%	-1%
O=C(CCC(=O)N1CCOCC1)NCCc1ccccc1	-9%	.	20%	-5%	-1	.	13%	3%	.
CCOc1ccccc1NS(=O)(=O)c1cc(-c2cnc(C3CC3)o2)ccc1C	.	3%	-11%	.	-3	134%[activator]	.	-2%[60.1 µM]	-5%
Cn1c(SCC(=O)Nc2ccc(N3CCOCC3)cc2)nnc1C(F)(F)F	i	.	-14%	-7%	0	.	-5%	9%	.
Cc1ccc(S(=O)(=O)Nc2cc(Cl)c(O)cc2C)cc1	3%	10%	13%	-9%	-2	?	-5%	-8%	-2%
CS(=O)(=O)N(CC(=O)NCc1ccncc1)C1CCCCC1	1%	-19%	59%[activator]	-12%	-18	-1%	4%	-4%	-5%
NC(=S)Cc1ccccc1Cl	-11%	32%	10%	-18%	-1	5%	16%	-2%	-3%
CCC(=O)Oc1ccc2c(c1)OC1(OC(C)=O)OC(C)CC1=C2C (stereo not drawn)	4%	29%	9%	31%[activator]	6	14%	0%	-11%	-1%

Single records, from the list above. Order of values: Tb PGK inh | POLB inh | Pol iota inh | POLH inh | RXFP1 antag | Apoferritin bind | APE1 inh | Pol kappa inh | BLM helicase inh
CCOc1ccccc1NS(=O)(=O)c1cc(-c2cnc(C3CC3)o2)ccc1C in the list: . | 3% | -11% | . | -3 | 134%[activator] | . | -2%[60.1 µM] | -5%
O=C(CNC(=O)c1ccccc1)NC1(C(=O)NC2CCCCC2)CCCCC1 in the list: -5% | 66% | 110%[activator] | -2% | 9 | -3% | 15% | -15% | -1%

(list continues)
SMILES	Tb PGK inh	POLB inh	Pol iota inh	POLH inh	RXFP1 antag	Apoferritin bind	APE1 inh	Pol kappa inh	BLM helicase inh
COCCNC(=O)c1csc(Nc2cccc3ccccc23)n1	-11%	24%	33%[activator]	-18%	-1	-13%	24%	3%	-7%
Cc1cc(O)c(NC(=O)c2cccc([N+](=O)[O-])c2)cc1C	-1%	-13%	28%	-15%	-14	3%	0%	1%	-3%
CC(C)N1C(=S)SC(C)(C)C1n1oc(=O)n(-c2cccc(Cl)c2)c1=O (stereo not drawn)	-4%	33%	5%	-7%	-1	-13%	1%	5%	-4%
O=c1c2ccccc2cnn1Cc1cccc(Br)c1	7%	-22%	-12%	-4%	-7	?	-2%	-4%	-4%
C=CCn1c(N)c(C(=O)OCC(C)C)c2nc3ccccc3nc21	-5%	-4%	55%[activator]	-8%	-31	327%[activator]	-3%	-8%	-6%
CC(C)(C)CC(=O)Nc1nnc(SCC(=O)NC2CCCCC2)s1	-1%	30%	29%	-17%	-8	-3%	22%	2%	-1%
Cc1c(Cl)cccc1N(CC(=O)NC(C)c1ccccc1)S(C)(=O)=O (stereo not drawn)	1%	29%	133%[activator]	-12%	9	-13%	17%	-6%	1%
COc1ccc(CCNC(=S)N2CCC(C(=O)c3ccc(F)cc3)CC2)cc1OC	i	-1%	10%	-16%	6	-13%	-1%	-3%	-9%
Cc1ccc(C)c(N2CCN(C(=O)C3CCCCN3S(=O)(=O)c3ccc(F)cc3)CC2)c1 (stereo not drawn)	1%	-17%	18%	-18%	-10	-2%	-2%	-6%	-5%
O=C(CC1(O)C(=O)Nc2ccccc21)c1ccc(-n2cccc2)cc1 (stereo not drawn)	0%	-9%	12%	-4%	-3	-9%	-4%	-9%	0%
Cc1cccc(N2CCN(C(=O)c3oc4ccc(Br)cc4c3C)CC2)c1C	0%	.	9%	-17%	-3	.	-26%	8%	.
COc1ccc(NC(=O)CCN2C(=O)c3ccncc3C2=O)cc1OC	-8%	27%	25%	-22%	-2	-5%	2%	-3%	-2%
Cc1c(Br)c([N+](=O)[O-])nn1CC(=O)Nc1ccc(CC#N)cc1	.	-3%	.	.	.	-9%	-1%	.	-2%
COc1ccc(/C=C(/CC(=O)Nc2ccc(C)cc2)c2nc3ccccc3s2)cc1	6%	1%	145%[activator]	-22%	-11	-14%	-5%	-10%	-4%
COc1ccc(CCN2C(=O)N(c3cccc(C)c3)C(=O)C2CC(=O)Nc2ccccc2)cc1OC (stereo not drawn)	2%	31%[activator]	-11%	-7%	.	2%	.	-3%	-6%
COc1ccc(-c2nnc(N(C)C(=O)c3ccco3)s2)cc1OC	1%	2%	-5%	10%	-13	2%	5%[12.4 µM]	-11%	3%
O=S(=O)(c1ccc(Cl)cc1)N1CCCCCC1	-2%	1%	-4%	2%	-10	-23%	-10%	-2%	-5%
Fc1cccc(Cl)c1Cn1nnc2c(NCc3ccncc3)ncnc21	0%	-1%	6%	-9%	-1	-5%	0%	-3%	-7%
CCOC(=O)C1CCN(C(=O)CSc2ccc(Br)cc2)CC1	10%	5%	28%	-20%	1	-6%	?	-14%	-7%
CCCn1c(N)c(C(=O)CSc2nc(N)cc(=O)[nH]2)c(=O)n(C)c1=O	-5%	.	-16%	6%	-3	.	4%	-6%	.
COC(=O)c1ccc(SC2CCCCC2)c([N+](=O)[O-])c1	1%	0%	20%	-22%	-5	?	-5%	-5%	-2%
CC(O)c1cccc(NC(=O)C2CCCCC2)c1 (stereo not drawn)	-5%	0%	17%	1%	5	-12%	-5%	-1%	1%
Cc1ccc(NC(=S)N(CCCN2CCCC2)Cc2cccn2Cc2ccc(Cl)cc2)cc1C	2%	-1%	24%	-7%	21	-9%	3%	-21%	-1%
Cc1cc(=O)oc2c(C)c(OCC(=O)N3CCN(c4ccccc4)CC3)ccc12	-7%	10%	54%[activator]	-16%	21	-6%	1%	-6%	-6%
Nc1ccc(CN2CCCCCC2)cc1	-3%	-7%	8%	7%	6	-10%	24%	-18%	2%
COC(=O)c1ccc(NC(=O)CN2C(=O)CSC2=O)cc1	-5%	-4%	4%	-4%	-8	-4%	-2%	-7%	-7%
O=C(O)C1(P(=O)(c2ccc(Cl)cc2)c2ccc(Cl)cc2)CCCC1	-10%	2%	19%	-12%	2	-3%	1%	-6%	2%
Cc1[nH]nc(SCC(=O)N2CCC(C)CC2)c1[N+](=O)[O-]	-4%	30%[activator]	-5%	-2%	12	?	5%	-12%	1%
C=CCSc1nc2c(c(=O)[nH]c(=O)n2C)n1Cc1ccc(C)cc1	-1%	0%	-1%	-4%	19	-4%	2%	-7%	-7%
CCOC(=O)c1c(NC(=O)CSc2nnc(Cc3ccccc3)o2)sc(C(C)=O)c1C	i	16%	-15%	2%	12	?	-1%	-15%	-3%
COC(=O)N1[C@H](C)C=C[C@]1(Cc1ccccc1)C(=O)OC	3%	.	39%	-16%	.	-13%	18%	8%	-1%
CC(C)c1ccc2c(c1)C1(NN=C(c3ccccc3)S1)C(=O)N2 (stereo not drawn)	-10%	3%	-4%	-14%	3	?	5%	-27%	-6%
Cc1cc(C)c(NC(=O)COC(=O)CCc2ccc(S(=O)(=O)N3CCCCC3)cc2)c(C)c1	i	6%[57.1 µM]	4%	-14%	-8	-13%	-9%	?	4%
Nc1ccc(N2CCN(c3ncc(C(F)(F)F)cc3Cl)CC2)c(C(F)(F)F)c1	-2%	-27%	16%	-20%	.	-14%	.	-17%	-20%
CCC1CN(C(=O)Nc2cccc3c2CCCC3)c2cc(Cl)ccc2O1 (stereo not drawn)	0%	25%	6%	7%	?	?	.	-1%	-2%
CN(C)S(=O)(=O)c1cc(NC(=O)CNCCN2CCOCC2)ccc1Cl	i	-11%	-10%	-6%	3	-2%	-3%	12%	-8%
CC(C)COc1ccc(CN=C(N)N=C(N)N)cc1Cl	-8%	-28%	31%[activator]	-26%	1	?	1%	1%[60.1 µM]	-2%
Cn1cc(C(=O)NCCN2CCN(c3cccc(Cl)c3)CC2)c2c3ccccc3n(C)c2c1=O	-7%	19%	100µM*	?	5	-7%	2%	?	-1%
N#Cc1c(-c2ccc(Cl)cc2)n(O)c2ccccc12	2%	.	14%	-2%	-13	.	.	-25%	.
Cc1cccc(Nc2nc(-c3ccccn3)cs2)n1	i	?	-4%	-19%	-21	-14%	-1%	-3%	-4%
CC(=O)Nc1cccc(C2=CC(c3ccco3)n3ncnc3N2)c1 (stereo not drawn)	.	-8%	.	.	.	361%[activator]	-7%	.	2%
OCCC1CN(Cc2cc3c(cc2Cl)OCO3)CCN1C1CCCCC1 (stereo not drawn)	-4%	4%	23%	-20%	-8	-8%	2%	-5%	0%
O=C(Nc1cccnc1)c1cc(S(=O)(=O)N2CCOCC2)ccc1Br	-8%	37%	45%[activator]	7%	-6	2%	24%	-5%	0%
O=C(NC1CCCCCC1)C1CCN(C(=O)N2CCOc3ccccc32)CC1	6%	2%	161%[activator]	-12%	-11	-14%	.	0%	-3%
CN(C)C(=O)c1ccc(NC(=O)COC(=O)C2(c3ccccc3)CCCC2)cc1	6%	.	?	-11%	6	.	14%	-11%	.

Assay outcomes deposited in PubChem BioAssay by National Center for Advancing Translational Sciences (NCATS).
